# Source: PubChem BioAssay
# TbHK1 inh – T. brucei hexokinase 1 inhibition. recombinant TbHK1, G6PDH-coupled NADH A340. inhibition, % at 10 µM. 0.11% of 220,000 active. AID 1430;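 active = inhibition of 50% or more in the single-dose primary screen; inactive = inhibition below 50%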
# Runt-CBFb FRET – inhibitors of human RUNX1 Runt domain binding to CBFb; 0.46% of 220,000 active; Q01196+Q13951; Cerulean-Runt/Venus-CBFb FRET ratio 530/480, 1 h; inhibition, % at 20 µM;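 active = inhibition over about 50% at 20 µM in the single-dose screen, limit read from the data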;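 note: 0% = DMSO wells and 100% = excess unlabeled CBFb competitor control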
#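 Assay system: Cerulean-Runt domain fusion protein, energy donor; Signal: fluorescence energy transfer, 422 nm excitation, 530/480 nm emission; Timing: 1 h compound exposure, room temperature; Control set: unlabeled CBFb; Medium: Tris buffer pH 7.5 with salts and BSA; Compound: single test concentration of 20 µM, 1% DMSO final; Probe or stimulus: Venus-CBFb 100 nM.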
# zVAD death inh – blocks zVAD induced death of L929 cells; L929 zVAD necroptosis rescue, ATP luminescence, 24 h; with zVAD 60 µM; viability rescue, % at 10 µM; 0.38% of 220,000 active; AID 1377;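 active = activation, scaled between plate controls, above about 75%, limit read from the data; inactive = activation under that limit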;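 note: 0% = zVAD with DMSO and 100% = DMSO alone without zVAD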
# Runt-SMMHC FRET – inhibitors of human RUNX1 Runt domain binding to CBFb-SMMHC. Q01196+Q13951. Cerulean-Runt/Venus-CBFb-SMMHC FRET ratio 530/480, 1 h. inhibition, % at 20 µM. 0.74% of 220,000 active. AID 1434;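 active = mean inhibition across duplicate retests at 20 µM reaching about 50%, limit read from the data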;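 note: 0% = DMSO wells and 100% = wells with excess untagged CBFb-SMMHC; inhibitors lower the FRET ratio by blocking Runt binding to CBFb-SMMHC; some results filed as inactive read as strong as hits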
# Mdm2 ligase inh – blocks human Mdm2 ubiquitin ligase activity; 0.11% of 210,000 active; Q00987; cell-based MDM2 ubiquitination luciferase reporter, 2 h; 0 = plate control, 100 = twice control, blank-subtracted; signal enhancement, % at 5 µM; AID 1230;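 active = signal enhancement of 30% or more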;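 note: luminescence tracks abundance of the self-degrading MDM2-luciferase fusion protein; higher signal means inhibition of MDM2 E3 ligase activity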
# Target sequence (Q00987 whole entry, looked up, the tested form may be a part): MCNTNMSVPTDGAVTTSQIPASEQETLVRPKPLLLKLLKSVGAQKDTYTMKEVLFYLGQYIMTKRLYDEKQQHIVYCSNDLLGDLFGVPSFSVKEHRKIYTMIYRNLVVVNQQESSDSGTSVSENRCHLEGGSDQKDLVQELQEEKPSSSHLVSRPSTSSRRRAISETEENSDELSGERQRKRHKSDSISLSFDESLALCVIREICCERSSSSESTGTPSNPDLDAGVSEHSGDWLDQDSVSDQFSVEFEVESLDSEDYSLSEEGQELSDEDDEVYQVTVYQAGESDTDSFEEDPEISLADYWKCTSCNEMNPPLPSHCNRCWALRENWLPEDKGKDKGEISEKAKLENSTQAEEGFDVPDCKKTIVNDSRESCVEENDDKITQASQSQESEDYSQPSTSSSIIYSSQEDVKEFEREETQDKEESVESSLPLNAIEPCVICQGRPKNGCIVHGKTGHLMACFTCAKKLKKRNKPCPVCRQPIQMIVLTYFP
#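 Test system: stable mammalian line carrying autodegrading MDM2–luciferase fusion reporter; quantity: 2000 cells in each well; times: 4 h cell settling then 2 h compound exposure, 37 °C; detection: luminescence with SteadyLite reagent, 15 min at room temperature; evaluation: percent signal gain over controls, blank-subtracted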
# EBV gp42 block – inhibitors of Epstein-Barr virus glycoprotein 42; AID 1085; inhibition, % (tested at 21.74 µM); Fluorescence polarization binding assay, mP read-out; Q1HVG2; 0.42% of 220,000 active; in the data active = inhibition above about 50%
# Target sequence (Q1HVG2 whole entry, looked up): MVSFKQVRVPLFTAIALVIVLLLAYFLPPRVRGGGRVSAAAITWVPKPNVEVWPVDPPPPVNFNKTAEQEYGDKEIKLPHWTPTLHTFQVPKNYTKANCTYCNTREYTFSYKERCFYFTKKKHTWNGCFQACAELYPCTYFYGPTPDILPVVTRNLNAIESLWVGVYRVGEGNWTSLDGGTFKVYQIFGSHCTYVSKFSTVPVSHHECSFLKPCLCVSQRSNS
# Hck-Nef inh – inhibitors of human Hck kinase activated by Nef. P08631. Recombinant Hck-YEEI plus Nef, Z-Lyte FRET kinase assay. inhibition, % at 20 µM. 0.68% of 220,000 active. AID 463187;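 active = Hck-Nef kinase inhibition above about 50%, limit read from the data; inactive = inhibition below that limit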;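 note: 0% = DMSO with Hck plus Nef and 100% = Hck alone without Nef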
# 14-3-3 Bad PPI – disrupts binding of bovine 14-3-3 zeta to phospho-Bad peptide; inhibition, % at 21.7 µM; AID 781; 0.71% of 220,000 active; TR-FRET 14-3-3zeta/Dy647-pBad peptide displacement, 1 h;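 active = inhibition above about 70%, limit read from the data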;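 note: 0% = full 14-3-3 plus peptide FRET controls and 100% = background without 14-3-3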
# Target sequence (P63103 whole entry, looked up): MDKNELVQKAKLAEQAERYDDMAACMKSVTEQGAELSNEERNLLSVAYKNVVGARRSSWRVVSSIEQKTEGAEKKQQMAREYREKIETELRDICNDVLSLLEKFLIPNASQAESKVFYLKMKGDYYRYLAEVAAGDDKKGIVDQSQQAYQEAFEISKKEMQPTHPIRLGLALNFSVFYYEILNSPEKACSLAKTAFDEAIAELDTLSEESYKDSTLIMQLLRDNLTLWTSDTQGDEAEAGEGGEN
# p47phox inh – inhibitors of human p47phox binding | P14598 | p47phox/p22phox peptide binding, fluorescence polarization, 2 h | inhibition, % at 24.7 µM | 0.53% of 220,000 active | AID 1274;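 active = inhibition above about 30%, limit read from the data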;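 note: 0% = p47phox with labelled peptide and 100% = labelled peptide alone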
# * hit, by the source's call; x = no result given; [ ] = another dose, or the depositor's remark.
SMILES,TbHK1 inh,Runt-CBFb FRET,zVAD death inh,Runt-SMMHC FRET,Mdm2 ligase inh,EBV gp42 block,Hck-Nef inh,14-3-3 Bad PPI,p47phox inh
COc1ccc(C2C(C(=O)Nc3cc(C)on3)c3ccccc3C(=O)N2C)cc1OC (stereo not given),-7,0,3.5,-1,-12,-19,0,14,-5
COc1ccc(OC)c(C2C(C#N)=C(N)Oc3cc(N)ccc32)c1 (stereo not given),-4,30,-0.1,33,-10,0,-6,-14,-7
CCCCNC(=O)C1CC(=O)N(c2ccc(OC)cc2)C1c1ccc(OC)cc1 (stereo not given),0,x,-0.3,-5,-19,-8,0,12,5
Cc1cc(Cl)ccc1C(=O)C1CCCN(C(=O)c2cc(C(C)C)no2)C1 (stereo not given),0,-4,12,1,3,4,15,3,-10
COc1ccc(NC(=O)CCN2C(=O)C3CC=C(Cl)CC3C2=O)cc1 (stereo not given),-3,-1,x,2,-7,-1,-11,-3[fluorescence artefact?],-14
COc1ccccc1OCc1ccc(C(=O)N2CCN(C(=O)c3ccco3)CC2)cc1,-12,3,-0.6,-2,-23,-1,1,-5,0
NC(=O)CCN(Cc1ccccc1)S(=O)(=O)c1ccccc1,9,-3,0.0,-2,x,-14,-1,-15,5
Cc1c(C(=O)NCCc2ccccc2)oc2ccc(S(=O)(=O)N3CCOCC3)cc12,2,0,0.6,1,-17,-4,-1,10,-16
Cc1ccc(CNS(=O)(=O)N(C)C)cc1,-4,0,0.4,4,-14,4,-20,21[fluorescence artefact?],6
CCOC(=O)C1(CCc2ccccc2)CCN(C(=O)c2cc(C)nc(C)n2)CC1,-9,-4,-0.4,0,-14,-11,-1,1,-11
Cc1cc2nc(CCN3CCOCC3)n(S(=O)(=O)c3ccc(C(C)(C)C)cc3)c2cc1C,-15,-2,0.3,-3,2,41,6,-5,-16
CN(C)c1ccc(/C=C(\Cl)c2nc3ccccc3s2)cc1,-11,39,2.5,81*,x,-19,6,-2[fluorescence artefact?],-27
O=S(=O)(c1ccc(Cl)cc1)N1CCN=C1SCc1ccc(Cl)c(Cl)c1,3,-2,0.0,6,-3,11,1,1,-10
CCC1CCCCN1Cc1ccc(CNS(=O)(=O)c2ccc3c(c2)oc(=O)n3C)o1 (stereo not given),5,2,-0.9,-2,7,-45,-4,3,-15
COc1ccc(CCN(C)Cc2nc(-c3cnccn3)no2)cc1OC,-6,1,1.0,1,-41,-10,15,4,-10
COc1ccc(CC(=O)Nc2ccc(OC(C)=O)cc2C(=O)O)cc1,-1,-2,1.6,1,0,8,-4,2,-3
Cc1nc2sc(C(c3ccccc3)N3CCN(c4ccccc4F)CC3)c(O)n2n1 (stereo not given),-2,0,1.2,0,-11,-6,8,12,-12
Cc1ccc(NC(=O)CCCN2C(=O)/C(=C/C=C/c3ccccc3)SC2=S)cc1,-9,-3,-0.4,-9,x,-60,4,4,-31
Nc1nnc(SCc2ccccc2F)n1-c1ccccc1,5,-1,0.2,0,-12,-30,3,-4[fluorescence artefact?],-1
CC(CC(=O)c1cccs1)CC(=O)c1cccs1,-4,0,-0.7,-2,6,16,-1,4,-7
CCCn1c(N2CCN(C)CC2)nc2c1c(=O)[nH]c(=O)n2C,1,0,0.2,1,-1,-23,-5,-7,3
O=C(Nc1ccccc1F)c1cc2nc(C(F)F)cc(C(F)F)n2n1,0,1,0.5,-4,-6,8,-13,-6[fluorescence artefact?],1
Cc1nn2c(NCCOCCO)c3c(nc2c1-c1ccccc1)CCCC3,-18,-3,-0.1,-2,-5,17,-1,-9[fluorescence artefact?],-8
COc1ccc(N2CCN(C(=O)CCSCc3ccccc3F)CC2)cc1,-2,-1,0.5,1,-28,-10,14,-2,-1
COC(=O)c1[nH]c2ccccc2c1NC(=O)CN1CCCc2ccccc21,-18,-1,0.8,-7,0,1,-2,17[fluorescence artefact?],-12

# Further entries.
SMILES,TbHK1 inh,Runt-CBFb FRET,zVAD death inh,Runt-SMMHC FRET,Mdm2 ligase inh,EBV gp42 block,Hck-Nef inh,14-3-3 Bad PPI,p47phox inh
Cc1nc(N)c(Br)c(C)c1Br,-5,2,7.9,2,-7,0,22,-11,1
Oc1[nH]c2ccccc2c1N=NC(=S)NCCc1ccccc1,10,-5,-0.8,-2,x,-9,0,-2,-13
O=C(CO/N=C1\CCCc2nonc21)Nc1ccc(Br)cc1,-5,2,1.5,-4,x,-3,2,-10,-22
C/C(=N\N=C(c1ccccc1)c1ccccc1)c1ccco1,-4,1,0.9,5,-12,6,18,-14,4
CCOc1ccccc1N1CCN(CC(O)COc2ccc3c(C)cc(=O)oc3c2)CC1 (stereo not given),-11,-3,1.7,0,-3,-15,-1,x,5
CCC(CC)NC(=O)Cc1ccccc1OC,-5,2,-1.1,-3,-17,-35,-1,3,-15
N#Cc1c(NC(=S)NC(=O)C2CCCC2)sc2c1CCCCC2,-5,17,29,4,-4,-12,1,5,-29
CN(c1cccc(NC(=O)CN2C(=O)c3ccccc3S2(=O)=O)c1)S(C)(=O)=O,0,2,0.8,-7,-9,-29,-11,2,-12
O=C(Nc1ncccc1Cl)c1cccc(F)c1,-5,2,-1.1,1,-14,-2,14,5,2
Cc1nn(-c2ccccc2)c(Cl)c1C(=O)NCC(C)C,1,2,0.6,0,-17,-14,-16,6,0
CCOC(=O)CSc1nnc(CNC(=O)c2ccc(OC)cc2OC)n1-c1ccc(OC)cc1,1,0,0.0,1,x,-7,2,-6[fluorescence artefact?],-6
N/C(=N/O)c1cccn1Cc1ccccc1[N+](=O)[O-],-14,2,0.8,0,-17,0,6,0,-7
CSc1ccccc1NC(=O)CO/N=C(\C)c1cc2ccccc2o1,40,-3,-0.3,2,2,-23,2,-18,-3
Cc1ccc(NC(=O)CCn2cnc3ccccc3c2=O)cc1Cl,1,-3,2.2,0,-1,-11,3,15,-6
Cc1ccc(-c2csc(N/N=C/c3ccco3)n2)c(C)c1,4,9,0.6,-1,-79,7,0,-5,0
O=C(O)C1(P(=O)(c2ccccc2)c2ccccc2)CCC1,3,-3,1.5,-4,-12,-9,-3,10,1
Cc1cc(Nc2ccccc2)nn1C(=O)c1ccc(Cl)cc1,-3,0,0.8,-1,-15,-18,-2,-9,-8
O=C(Nc1ccc(Cl)cn1)Nc1ccc(Cl)cn1,-11,0,23,-5,-9,-5,22,0,-5
Cc1ccc(CSC2=NCCN2C(=O)C2CC2)cc1,4,-1,-0.1,3,2,-7,1,10,-16
COc1cccc2sc(NNC(=O)C3=COCCO3)nc12,-4,18,0.6,12,6,-1,-21,-14,x
Cc1nc2cc(C(=O)O)ccc2s1,-1,-1,-0.2,-1,0,-8,4,x,4
O=C1c2cccc(OCC(=O)N3CCCc4ccccc43)c2CCN1Cc1ccc(F)cc1,45,-1,0.6,-1,-16,-16,0,1,-20
N/C(=N\OC(=O)Cc1cccs1)c1ccc([N+](=O)[O-])cc1,26,-2,0.1,0,6,-4,4,-5,-11
Nc1nonc1C(=O)NCCNC(=O)c1ccccc1F,-4,-1,0.3,2,-1,-18,2,8,-15
C(=N\n1cnnc1)/c1ccc(-c2ccccc2)cc1,-12,-1,1.7,-6,-18,-1,-5,-8,7

# Compound profiles, as listed above:
# Profile of `Cc1nn(-c2ccccc2)c(Cl)c1C(=O)NCC(C)C` = TbHK1 inh = 1; Runt-CBFb FRET = 2; zVAD death inh = 0.6; Runt-SMMHC FRET = 0; Mdm2 ligase inh = -17; EBV gp42 block = -14; Hck-Nef inh = -16; 14-3-3 Bad PPI = 6; p47phox inh = 0
# Profile of `Cc1ccc(CSC2=NCCN2C(=O)C2CC2)cc1` = TbHK1 inh = 4; Runt-CBFb FRET = -1; zVAD death inh = -0.1; Runt-SMMHC FRET = 3; Mdm2 ligase inh = 2; EBV gp42 block = -7; Hck-Nef inh = 1; 14-3-3 Bad PPI = 10; p47phox inh = -16

# Other records.
SMILES,TbHK1 inh,Runt-CBFb FRET,zVAD death inh,Runt-SMMHC FRET,Mdm2 ligase inh,EBV gp42 block,Hck-Nef inh,14-3-3 Bad PPI,p47phox inh
Cc1nn(C)c(C(=O)N/N=C/c2ccc(C(F)(F)F)cc2)c1[N+](=O)[O-],20,-2,0.5,4,-5,-10,0,-14[fluorescence artefact?],-5
CCCCN(CC)CCNC(=O)c1[nH]c(C)c(C(C)=O)c1C,-2,1,0.2,-6,-10,-5,1,-4,-8
CCOc1ccc(-n2cc(C(=O)Nc3ccc(Cl)cn3)c3cc(OC)c(OC)cc3c2=O)cc1,-11,-12,-0.3,-115,-7,-19,0,9,-5
CCOc1ccc2c(c1)C(C)=CC(C)(C)N2C(=O)Nc1ccccc1,-7,2,0.7,-6,-18,-4,-5,-7,19
O=C(c1cc(-c2cccnc2)nc2ccc(Br)cc12)N1CCN(c2ncccn2)CC1,-22,1,1.0,-2,-29,3,-5,4,-1
CS(=O)(=NS(=O)(=O)c1ccc(Cl)cc1)c1ccccc1 (stereo not given),2,2,0.4,2,-9,-9,-7,3,-9
CCCCOC(=O)Nc1ccccc1C(N)=O,-1,51*,2.9,116,-6,-13,2,-7,-9
O=C(Oc1ccc2c(=O)c(Cl)coc2c1)c1ccncc1,-20,0,-0.3,0,-8,-23,2,6,6
CN(C)/C=N/c1ncc(C(=O)c2ccc(Cl)cc2Cl)s1,-27,2,-0.2,7,-10,-11,31,-7,-5
CCCC(=O)C1C(=O)CC(CC(C)SCC)CC1=O (stereo not given),-6,-1,0.1,-2,-5,-15,-1,-5[fluorescence artefact?],-11
CCOC(=O)c1ccc2nc(NC(C)=O)sc2c1,-5,0,4.9,2,-7,-5,12,-6,x
COCCn1nnnc1SCC(=O)NCc1ccc2c(c1)OCO2,-2,2,-0.6,2,-12,-15,14,-5,-3
Cc1ccc2oc(=O)c3cnn(CC(=O)NC4CCN(Cc5ccccc5)CC4)c3c2c1,-3,-3,-0.5,0,-14,-16,0,0[fluorescence artefact?],2
COC(=O)c1ccccc1S(=O)(=O)N1CCn2cccc2C1C (stereo not given),4,1,0.5,0,-3,6,19,5,-7
Cc1nn(Cc2ccc(Cl)cc2)c(C)c1NC(=O)c1cc(-c2ccco2)on1,-4,-5,1.4,-9,-7,-15,2,-6,-63
O=C(COC(=O)C1CC(O)CN1S(=O)(=O)c1ccc(Cl)cc1)c1cccc(Cl)c1 (stereo not given),2,-2,x,4,-1,4,4,5,-9
COc1ccccc1CNCC(=O)Nc1ccc(N2CCOCC2)cc1,1,3,1.1,0,4,7,6,-10[fluorescence artefact?],3
O=C1CSC(=Nc2ccccc2)N1Cc1ccccc1,0,0,2.3,-3,-5,0,-16,-9,6
COc1ccc(N2C(=O)CSC2c2ccccc2[N+](=O)[O-])cc1 (stereo not given),1,2,-0.2,0,-11,-7,9,-11,-5
COC(=O)c1ccccc1N(C)S(=O)(=O)c1cc2c(cc1C)OCC(=O)N2,0,-2,8.9,0,2,-6,23,-8,3
Cc1ccc(C)c(NC(=O)c2oc(=O)c3ccccc3c2-c2ccccc2)c1,26,0,0.1,3,-4,-5,3,-3,-8

# Gathered by group: those above containing a cyano group.
SMILES,TbHK1 inh,Runt-CBFb FRET,zVAD death inh,Runt-SMMHC FRET,Mdm2 ligase inh,EBV gp42 block,Hck-Nef inh,14-3-3 Bad PPI,p47phox inh
COc1ccc(OC)c(C2C(C#N)=C(N)Oc3cc(N)ccc32)c1 (stereo not given),-4,30,-0.1,33,-10,0,-6,-14,-7
N#Cc1c(NC(=S)NC(=O)C2CCCC2)sc2c1CCCCC2,-5,17,29,4,-4,-12,1,5,-29
